Pol kappa inh – DNA polymerase kappa (human) inhibition; actives 0.53% (n = 400,000); Potency, µM (doses to about 107 µM), for inactives: at the top dose activity, negative = inhibition, hits mostly inhibitors; purified Pol kappa, fluorescent DNA synthesis assay, 10 min; AID 588579; note: potency is the fitted concentration of half-maximal effect; % is set by controls: 0 for no effect and ±100 for the full control effect
Target sequence (Q9UBT6 whole entry, looked up): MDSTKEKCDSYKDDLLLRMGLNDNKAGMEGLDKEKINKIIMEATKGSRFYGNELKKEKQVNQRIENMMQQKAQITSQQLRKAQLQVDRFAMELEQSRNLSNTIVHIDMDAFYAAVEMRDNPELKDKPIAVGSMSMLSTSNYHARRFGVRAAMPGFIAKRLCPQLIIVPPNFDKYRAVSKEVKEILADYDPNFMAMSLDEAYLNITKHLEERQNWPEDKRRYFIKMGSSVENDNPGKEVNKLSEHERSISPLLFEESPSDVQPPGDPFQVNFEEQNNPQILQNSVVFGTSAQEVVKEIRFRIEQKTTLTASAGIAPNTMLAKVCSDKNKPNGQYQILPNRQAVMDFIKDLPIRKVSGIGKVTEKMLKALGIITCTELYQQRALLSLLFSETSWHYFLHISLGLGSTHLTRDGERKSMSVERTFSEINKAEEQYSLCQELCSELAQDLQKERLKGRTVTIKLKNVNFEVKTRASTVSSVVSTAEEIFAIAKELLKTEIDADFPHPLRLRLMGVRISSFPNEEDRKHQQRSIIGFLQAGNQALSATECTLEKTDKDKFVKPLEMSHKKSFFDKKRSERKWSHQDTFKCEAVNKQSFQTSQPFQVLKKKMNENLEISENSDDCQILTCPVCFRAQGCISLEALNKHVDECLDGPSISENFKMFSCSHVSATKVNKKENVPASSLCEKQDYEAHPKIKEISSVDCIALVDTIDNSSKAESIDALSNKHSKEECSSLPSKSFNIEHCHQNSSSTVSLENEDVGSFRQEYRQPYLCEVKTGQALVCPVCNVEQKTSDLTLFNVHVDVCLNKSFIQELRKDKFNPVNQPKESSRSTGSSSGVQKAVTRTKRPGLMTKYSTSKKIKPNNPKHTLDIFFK
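Readout: fluorescence, taken kinetically at 0 and 10 min. Conditions: 10 nM Pol kappa, 15 min RT compound preincubation, 50 nM substrate final. Controls: enzyme-free buffer wells.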
RXFP1 antagonist – antagonists of human relaxin receptor RXFP1. Q9HBX9. actives 0.59% (n = 350,000). activity change, negative = inhibition, % at 57.5 µM. HEK293-RXFP1, relaxin-stimulated cAMP HTRF, 30 min; hits give low values. AID 1259400;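 active = activity change of -60% or lower, but not beyond a set lower limit; inconclusive = change between -60% and -40%, or beyond the set limit; inactive = change above -40%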; note: % is set by controls: 0 for no effect and ±100 for the full control effect
BLM inh – inhibitors of human Bloom syndrome helicase BLM; recombinant BLM DNA unwinding, fluorescence dequenching; actives 0.2% (n = 350,000); Potency, µM (series often up to 56.1 µM), inactives show at the top dose activity change, negative = inhibition, most hits filed as inhibitors; P54132;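 note: potency is the fitted concentration of half-maximal effect; plate controls were vehicle for no effect and no enzyme for full effect; nearly all actives have a fitted effect of over 35% in size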
Pol eta inh – DNA polymerase eta (human) inhibition. recombinant Pol eta, fluorescent DNA replication assay. actives 1.2% (n = 390,000). Potency, µM (top dose mostly 114 µM), without a hit: top-dose activity change, negative = inhibition, actives largely listed as inhibitors; note: potency is the fitted concentration of half-maximal effect; % is set by controls: 0 for no effect and ±100 for the full control effect
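Pol eta at 10 nM preincubated with compounds 15 min at room temperature; reaction started with fluorescent substrate (50 nM final) and read kinetically at 0 and 10 min.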
APEX1 inh – blocks human APE1 abasic DNA cleavage; Potency, µM (series often up to 65.8 µM), inactives show at the highest dose activity change, negative = inhibition, most hits filed as inhibitors; actives 0.35% (n = 350,000); AID 2517; recombinant APE1, TAMRA/BHQ-2 abasic DNA cleavage fluorescence; P27695;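 note: potency is the fitted concentration of half-maximal effect; plate controls were vehicle for no effect and reference inhibitor for full effect; nearly all actives have a fitted effect of over 55% in size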
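Activity was derived from the fluorescence gain between first and third kinetic reads (60 s intervals, ex 525/em 598 nm) after 50 nM THF-abasic TAMRA/BHQ-2 duplex was added to 0.75 nM APE1 preincubated 15 min with compound.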
Pol iota inh – blocks human DNA polymerase iota activity; Q9UNA4; Pol iota fluorescent replication assay, 10 min; Potency, µM (titrated, usually from 115 µM), without a hit: at the top dose activity, negative = inhibition, most hits filed as inhibitors; actives 1% (n = 390,000); AID 588590; note: potency is the fitted concentration of half-maximal effect
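Fluorescent replication assay read twice, at 0 min and 10 min after adding 50 nM (final) substrate. Enzyme (10 nM) and compounds were first incubated 15 min at room temperature; enzyme-free buffer wells were negative controls.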
Anesthetic bind – candidate novel general anesthetic via apoferritin binding. apoferritin/1-aminoanthracene competitive binding, fluorescence. P02791. Potency, µM (doses to about 77.5 µM), for the others: at the highest dose activity change, negative = displacement, most hits filed as inhibitors. actives 0.074% (n = 350,000). AID 485281; note: potency is the fitted concentration of half-maximal effect; % is set by controls: 0 for no effect and ±100 for the full control effect; nearly all actives have a fitted effect of over 20% in size
Target sequence (P02791 2-175 limits assumed): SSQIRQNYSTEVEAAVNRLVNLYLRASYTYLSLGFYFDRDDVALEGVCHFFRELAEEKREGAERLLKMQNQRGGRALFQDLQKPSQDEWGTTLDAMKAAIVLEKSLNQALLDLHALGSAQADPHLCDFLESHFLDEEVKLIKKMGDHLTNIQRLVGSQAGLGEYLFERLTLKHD
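Read-out: endpoint 1-AMA fluorescence, excitation 380 nm and emission 535 nm, after compounds sit 10 min at room temperature with 10 uM horse-spleen apoferritin in 50% saturated 1-AMA/PBS. Values come from four-parameter Hill fits.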
POLB inh – inhibitors of human DNA polymerase beta; Potency, µM (highest dose often 114 µM), for inactives: top-dose activity change, negative = inhibition, usual class: inhibitors; AID 485314; Pol beta primer extension/strand displacement, fluorescence kinetic; actives 1.3% (n = 340,000); note: potency is the fitted concentration of half-maximal effect; % is set by controls: 0 for no effect and ±100 for the full control effect
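Reaction started by 50 nM substrate onto compound-treated Pol beta (10 nM, 15 min preincubation, room temperature); plates read at 0 min and 10 min. Normalized concentration-effect data fitted by four-parameter Hill equation.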
Tb PGK inh – blocks T. brucei phosphoglycerate kinase; PGK/GAPDH coupled, Kinase-Glo luminescence, 60 min; Potency, µM (series often up to 57.5 µM), for the others: top-dose activity change, negative = inhibition, most hits filed as inhibitors; actives 0.043% (n = 380,000); AID 602233; note: potency is the fitted concentration of half-maximal effect; % is set by controls: 0 for no effect and ±100 for the full control effect; nearly all actives have a fitted effect of over 60% in size
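Recombinant glycosomal PGK reaction used 1,3-bisphosphoglycerate generated in-well by GAPDH (100nM final) in 100mM TEA pH 7.6, 5mM MgCl2, 0.01% Tween-20. After 60 minutes at room temperature, ATP was read by Kinase-Glo Plus luminescence end-point.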
* = called active by the depositor; i = inactive; u = inconclusive; x = no result given; [ ] = dose if it differs, or a comment. Unless noted, calls come from the whole dose curve; as a rule, active = well fitted curve in the direction sought with a large enough effect; inconclusive = small, poorly fitted or top-dose-only effect, or another doubt; inactive = no such curve, though single readings can be large; an effect the other way counts as inactive or inconclusive. An excerpt, so the mix of outcomes need not match the whole.

SMILES	Pol kappa inh	RXFP1 antagonist	BLM inh	Pol eta inh	APEX1 inh	Pol iota inh	Anesthetic bind	POLB inh	Tb PGK inh
O=C(NC1C2CC3CC(C2)CC1C3)C1CC1 (stereo not drawn)	-4%	2	-1%	-8%	7%	1%	u	2%	-6%
Cc1ccc(Oc2nc3c(c(=O)n(C)c(=O)n3C)n2C)cc1C	7%	5	-1%	-14%	0%	11%	6%	-2%	-3%
COc1ccc(CCNC(=O)C(=O)NCC2CCCO2)cc1OC (stereo not drawn)	2%	-23	-6%	-3%	-2%	-3%	13%	-2%	x
COc1cccc(CN(C)C(=O)c2cccc(NC(=O)CC3SC(N4CCCCC4)=NC3=O)c2)c1OC (stereo not drawn)	-1%	7	x	-6%	-8%	-3%	x	x	-4%
COc1ccccc1NC(=O)C1=C(C)NC(=O)NC1c1cc(C)cs1 (stereo not drawn)	-20%	-6	1%	-23%	3%	31%[activator]	-2%	9%	-3%
O=C(CCN1CCCCC1=O)NC1CCCN(Cc2ccc(Cl)cc2)C1 (stereo not drawn)	-6%	-12	-20%	-3%	-6%	18%	0%	-16%	3%
COCCn1c(Cc2ccccc2)nnc1SCC(=O)NC1CC1	-3%	-8	-2%	-1%	-13%	-12%	6%	44%	i
Cc1ccc(C)c(NC(=O)CSc2nc(N)c(NC(=O)c3cccs3)c(=O)[nH]2)c1	-12%	-3	2%	3%	-1%	-6%	-6%	-15%	-2%
CCc1nc(CN(C)C(=O)C2CCC(=O)N(Cc3cccc(F)c3)C2)no1 (stereo not drawn)	4%	-22	-1%	-9%	55%	12%	7%	6%	3%
NS(=O)(=O)c1ccc(NC(=O)COc2ccc(Cl)cc2)cc1	-4%	8	-1%	1%	-6%	-24%	3%	9%	x
Brc1cc(Br)c2ncnc(N3CCCCC3)c2c1	-7%	29	-4%	0%	0%	u	u	15%	-8%
Cc1cc(OCc2nnc(SCC(=O)OC3CCCCC3)o2)ccc1Cl	-9%	4	0%	-10%	3%	13%	-13%	-1%	9%
O=C(NC1CCN(C(=S)NCCc2ccccc2)CC1)C1CCCCC1	-11%	1	-7%	-9%	22%	22%	0%	7%	-3%
COC(=O)[C@@]1(Cc2ccccc2)[C@H]2C(=O)N(Cc3ccccc3)C(=O)[C@H]2[C@H]2CN=C(SCC(=O)c3ccccc3)N21	6%	x	x	-15%	6%	u	x	x	0%
COc1cccc(CNC(=O)CCc2c(C)nn(-c3ccc(N4CCCC4)nn3)c2C)c1	0%	12	3%	-3%	x	19%	5%	18%	0%
O=C(COC(=O)CC1CC2CCC1C2)NC(=O)NCc1ccco1 (stereo not drawn)	-14%	-4	-7%	-5%	4%	-10%	13µM*	-22%	12%
COc1ccccc1/C=C/C(=O)OCC(=O)N1CCCCC1	-11%	-3	x	-16%	26%	5%	x	x	7%
CCCn1c(-c2ccncc2)n[nH]c1=S	-10%	-12	-1%	4%	2%	146%[activator]	-5%	25%	5%
O=C(O)c1ccccc1C(=O)c1ccc2c(c1)N(Cc1cccc(F)c1)C(=O)CO2	1%	-3	-6%	-21%	u	10%	-18%	4%	i
O=c1cc(O)c2ccccc2n1Cc1ccccc1F	-12%	-13	-2%	-7%	9%	73%[activator]	-2%	-2%	-2%
CCOc1ccc(NC(=O)C(C)O)c(NS(=O)(=O)c2ccc(CCNC(C)=O)cc2)c1 (stereo not drawn)	-2%	16	-1%	-10%	1%	-6%	25%	-18%	x
COc1ccc(Cc2nnc(NC(=O)c3cccc([N+](=O)[O-])c3C)s2)cc1	4%	3	-2%	-4%	1%	2%	-20%	19%	-2%
Cc1ccc(Oc2nnc(-c3cccs3)c3ccccc23)cc1	7%	-17	0%	-14%	2%	-4%	-4%	26%	-8%
Brc1ccc([C@H]2CN3CCSC3=N2)cc1	7%[60.1 µM]	x	x	-3%[57.1 µM]	-5%	u	x	-1%[57.1 µM]	-5%
Cc1ccc(N2C(=O)C(Cl)=C(Nc3c(C)n(C)n(-c4ccccc4)c3=O)C2=O)cc1	-3%[60.1 µM]	-4	-1%	-8%	-3%	3%	-13%	1%	-4%
COc1ccccc1-c1nc(C(F)(F)F)c(OC)o1	-10%	-1	-5%	-16%	12%	7%	-3%	11%	-8%
O=C(Nc1nccs1)c1ccc(NC(=O)c2ccco2)cc1	-14%	-9	3%	9%	-3%	18%	-15%	20%	-3%
C=CCOc1ccc2c(OC)c3ccoc3nc2c1OC	-12%	-4	2%	1%	5%	6%	-5%	2%	-7%
CC(=O)/C(=N/Nc1ccccc1)N1CCOCC1	-2%	-2	1%	-4%	-3%	2%	-11%	-11%	-3%
Cc1ccc(C(=O)NC2(C(F)(F)F)N=C3SCCN3C2=O)cc1 (stereo not drawn)	3%	3	-3%	2%	-3%	-12%	-8%	0%	9%
CCC1CSC(=Nc2ccc(C)cc2)N1C(=O)CN1C(=O)NC2(CCCC2)C1=O (stereo not drawn)	-12%	-8	-9%	-17%	-17%	4%	u	u	5%
CC(=O)NC1C(=O)N=C(SCc2ccccc2)NC1=O (stereo not drawn)	0%	-4	2%	-12%	0%	-1%	-3%	3%	3%
Cc1cccc(NC(=O)c2ccc(F)c(S(=O)(=O)NCc3ccco3)c2)c1	5%	-17	-6%	-19%	70%[activator]	-11%	-22%	-13%	-9%
CCn1cc(C(=O)Nc2ccc(C(=O)N3CCCC3)cc2)c(=O)c2ccc(C)nc21	x	x	0%	x	3%	x	-7%	44%	x
COc1cc(/C=C/C(=O)O)ccc1OS(=O)(=O)c1cc(C)ccc1C	1%	-10	1%	-18%	-2%	40%[activator]	-10%	0%	-3%
CC(C)Cn1c(Cc2ccccc2)n[nH]c1=S	-4%	-26	-2%	-4%	-3%	20%	u	-2%	-8%
COc1ccc(CNC(=O)COc2cc3c(c4oc(=O)cc(C)c24)CCC(C)(C)O3)cc1OC	25%	x	-6%	-12%	27%	10%	u	9%	-8%
CCOC(=O)C1CCCN(C(=O)Cc2ccc(C)cc2)C1 (stereo not drawn)	-1%	-10	0%	-9%	2%	u	-5%	u	i
O=C(CC(c1ccccc1)c1ccccc1)NCCOCc1ccccc1	-3%	5	-4%	-21%	-7%	-15%	-5%	14%	-7%
COc1ccc(OCC(=O)Nc2cc(S(=O)(=O)N3CCCCC3)ccc2OC)cc1	-8%	-9	x	-12%	23%	-6%	x	x	-6%
CC(=O)c1cccc(NC(=O)c2ccc(N(C)S(=O)(=O)c3ccc(C)cc3)cc2)c1	-10%	-1	-7%	-14%	-10%	u	-14%	3%	5%
CC(C)(C)c1ccc(Cn2nc(CC(=O)O)c3ccccc3c2=O)cc1	-16%	-2	-9%	8%	6%	56%[activator]	-11%	4%	-2%
CN1CCN(S(=O)(=O)c2cccc(C(=O)Nc3ccc(Br)cc3Br)c2)CC1	-4%	-11	x	-21%	x	23%	x	x	-5%
O=C(Cc1ccc(Br)cc1)OCC(=O)N1CCc2ccccc2C1	-10%	-7	-3%	-15%	5%	40%[activator]	u	-10%	-8%
O=C(CC1SC(N2CCOCC2)=NC1=O)Nc1ccc(Cl)c(C(F)(F)F)c1 (stereo not drawn)	-9%	10	x	-3%	19%	-1%	x	x	5%
C/C(CC(=O)Nc1ccc([N+](=O)[O-])cc1)=N/NC(=O)C1C2CCCCC21 (stereo not drawn)	-7%	-33	-6%	1%	-7%	38%[activator]	-11%	-20%	-6%
O=C(Cn1cnc2c(nnn2-c2ccccc2)c1=O)N1CCOCC1	-4%	2	2%	-11%	-6%	2%	5%	u	1%
CCC(=O)N1CCC2(CC1)Oc1ccc(Cl)cc1C(=O)C21CC(c2cccnc2)=NO1 (stereo not drawn)	13%	x	0%	-12%	0%	u	-1%	-1%	-8%
CCOC(=O)c1cc(OC(=O)c2cccc(Cl)c2)n(-c2ccccc2)n1	-5%[60.1 µM]	-35	3%	13%	x	-9%	-4%	-12%	2%
CCOC(=O)C1CCCc2c1[nH]c1c(C(N)=O)cccc21 (stereo not drawn)	-10%	-3	3%	-23%	u	8%	-23%	4%	i
CCOc1ccc(Cn2nnc(C(=O)Nc3ccc(OC)cc3OC)c2N)cc1	-22%	-8	-3%	0%	9%	-5%	-1%	-3%	4%
Cc1cnc(C(=O)OC(C)C(=O)Nc2ccccc2-c2ccccc2)cn1 (stereo not drawn)	-15%	4	x	-3%	8%	18%	x	x	-12%
CCOc1ccc2oc(C(=O)NNC(=O)c3csc(N4CCOCC4)n3)c(C)c2c1	-21%	-3	-8%	0%	1%	13%	u	3%	2%
CN(c1ccc(C(=O)NC2CC3CCC2C3)cc1)S(C)(=O)=O (stereo not drawn)	-14%	-9	1%	0%	0%	12%	-7%	13%	i
O=C(NCc1cccnc1)c1cccc(S(=O)(=O)NCc2ccccc2)c1	-14%	4	x	-28%	6%	22%	x	x	5%
CCCn1c(N)c(C(=O)CSc2nnc(N)s2)c(=O)[nH]c1=O	-4%	-11	x	1%	1%	-5%	x	x	1%
O=S(=O)(c1ccccc1)c1nc(-c2ccco2)oc1NCCCN1CCOCC1	4%	-1	-11%	-11%	1%	17%	3%	-1%	-4%
Cc1ccc(-c2cc(C(F)F)n3ncc(C(=O)N4CCN(c5ccccn5)CC4)c3n2)cc1	14%	x	-3%	-17%	1%	-4%	1%	-6%	i

Arranged by value in APEX1 inh (smallest number first): 3 from the list above.
Molecule	Pol kappa inh	RXFP1 antagonist	BLM inh	Pol eta inh	APEX1 inh	Pol iota inh	Anesthetic bind	Tb PGK inh
CN(c1ccc(C(=O)NC2CC3CCC2C3)cc1)S(C)(=O)=O (stereo not drawn)	-14%	-9	1%	0%	0%	12%	-7%	i
O=S(=O)(c1ccccc1)c1nc(-c2ccco2)oc1NCCCN1CCOCC1	4%	-1	-11%	-11%	1%	17%	3%	-4%
CCOc1ccc(Cn2nnc(C(=O)Nc3ccc(OC)cc3OC)c2N)cc1	-22%	-8	-3%	0%	9%	-5%	-1%	4%

High-throughput results (PubChem BioAssay)
